Screening results (PubChem)
DAGLB inhibitor – blocks human DAGLB lipase activity | HEK293T DAGLB membrane lysate, EnzChek fluorogenic substrate | inhibition, % at 5.17 µM | hit rate 0.059% among 340,000 | AID 504411 | Q8NCG7; in the data active = inhibition above about 34%;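 note: 0% = enzyme with vehicle and 100% = wells lacking enzyme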
Target sequence (Q8NCG7 whole entry, looked up): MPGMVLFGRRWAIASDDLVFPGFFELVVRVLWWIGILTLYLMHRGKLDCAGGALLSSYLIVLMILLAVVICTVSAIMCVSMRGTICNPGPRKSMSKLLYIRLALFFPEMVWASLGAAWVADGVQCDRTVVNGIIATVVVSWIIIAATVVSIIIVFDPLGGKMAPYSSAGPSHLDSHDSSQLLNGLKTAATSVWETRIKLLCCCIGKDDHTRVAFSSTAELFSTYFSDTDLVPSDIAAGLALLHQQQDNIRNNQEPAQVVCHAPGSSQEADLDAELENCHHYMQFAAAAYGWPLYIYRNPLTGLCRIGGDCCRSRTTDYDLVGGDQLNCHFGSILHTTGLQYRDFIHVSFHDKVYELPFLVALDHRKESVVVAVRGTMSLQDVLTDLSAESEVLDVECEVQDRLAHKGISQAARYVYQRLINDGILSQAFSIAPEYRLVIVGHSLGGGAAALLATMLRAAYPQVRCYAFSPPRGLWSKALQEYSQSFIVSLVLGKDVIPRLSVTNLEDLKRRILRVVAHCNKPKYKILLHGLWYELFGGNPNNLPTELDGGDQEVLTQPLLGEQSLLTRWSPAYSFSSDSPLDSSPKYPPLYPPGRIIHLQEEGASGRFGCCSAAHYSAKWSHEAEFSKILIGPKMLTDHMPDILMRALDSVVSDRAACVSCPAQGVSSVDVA
HTR5A ag – counter-screen for OPRM1-OPRD1 agonists: human HTR5A agonism; P47898; HTR5A agonist assay, luminescence, cell-based; activation, % at 9.3 µM; hit rate 0.61% among 340,000; AID 504692; in the data active = activation mostly above about 9.5%, no sharp cut-off; inactive = mostly below about 7.6%;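 note: 0% = cells with vehicle only and 100% = reference agonist; strong numbers were not always called active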
Target sequence (P47898 whole entry, looked up): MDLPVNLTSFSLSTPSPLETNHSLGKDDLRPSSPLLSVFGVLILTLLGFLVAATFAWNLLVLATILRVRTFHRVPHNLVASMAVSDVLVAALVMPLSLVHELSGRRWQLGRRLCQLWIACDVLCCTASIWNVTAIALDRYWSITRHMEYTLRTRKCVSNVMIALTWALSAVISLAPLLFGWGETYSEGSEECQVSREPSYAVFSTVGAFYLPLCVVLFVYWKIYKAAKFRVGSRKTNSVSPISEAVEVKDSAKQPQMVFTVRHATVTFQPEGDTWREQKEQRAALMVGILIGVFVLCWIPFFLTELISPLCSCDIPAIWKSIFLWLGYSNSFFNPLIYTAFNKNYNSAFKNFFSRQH
Pemphigus Ab inh – blocks pemphigus antibody binding to human desmoglein-3; binding (percent of control), % at 10 µM; AID 588358; hit rate 0.48% among 310,000; DSG3-coupled beads, scFv-anti-DSG3-GFP binding, flow cytometry; hits give low values; P32926;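 active = binding more than 3 SD below its plate's average and above zero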;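 note: hits lower antibody fragment binding to DSG3; some compounds called inactive have numbers as strong as hits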
Arr AP2 block – inhibitors of human beta-arrestin and AP2 interaction. AID 504490. inhibition, % at 10 µM. hit rate 0.31% among 340,000. FITC-arrestin peptide / GST-AP2 beads, flow cytometry; AP2 beta2 appendage carries R879A mutation;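 active = inhibition above a set limit, near 3 SD of compounds lacking own fluorescence, cut at about 54% in these data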;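 note: plate controls were DMSO wells for no effect and 5 µM unlabelled arrestin peptide for full effect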
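Test system: GST-tagged AP2 beta2-adaptin appendage (R879A) on 4 µm glutathione beads; also added: fluorescein-tagged arrestin peptide at 50 nM final; timing: 12 min plus 1 h, RT; signal: flow cytometry, FL1 (488/535 nm); read-out: percent drop in bead-associated FITC signal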
HTR5A inv ctr – HTR5A inverse agonism, opioid heterodimer counter-screen. HTR5A cell line, luminescence. inhibition, % at 9.3 µM. hit rate 0.083% among 340,000. AID 504634; in the data active = inhibition mostly above about 23%, no sharp cut-off; inactive = mostly below about 18%;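 note: 0% = cells with DMSO and 100% = no-cell wells with DMSO; some compounds called inactive have numbers as strong as hits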
OPRM1-OPRD1 inv – mu-delta opioid heterodimer inverse agonism; hit rate 0.21% among 340,000; cell-based MOR-DOR heterodimer luminescence; inhibition, % at 9.3 µM; in the data active = inhibition above about 22%, passing the limit was not always enough;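 note: 0% = cells with DMSO and 100% = wells without cells with DMSO; values of inactives mirror those of a sister screen read the other way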
V-ATPase pH – yeast V-ATPase proton transport regulation by pHLuorin. S. cerevisiae, pHLuorin cytosolic pH fluorescence. response, % at 10 µM. hit rate 0.37% among 350,000; in the data active = response mostly above about 7.3%, no sharp cut-off; inactive = mostly below about 5.4%; note: actives read high; inactives centre near 0; some compounds called inactive have numbers as strong as hits; reference of the scale not given here
MOR-DOR ag – OPRM1-OPRD1 heterodimerization agonism; P35372+P41143; cells, luminescence; activation, % at 9.3 µM; hit rate 0.3% among 340,000; AID 504326; in the data active = activation above about 18%;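 note: 0% = vehicle-treated cells and 100% = reference agonist; values of inactives mirror those of a sister screen read the other way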
PKA-R2B act – activates the human PKA-R2B holoenzyme complex; PKA-R2B holoenzyme dissociation, Cy5-IP20 fluorescence polarization; R2B truncated from residue 108, S112A mutant; 0% DMSO only, 100% 113 µM cGMP; activation, % at 11.4 µM; hit rate 0.079% among 340,000; AID 504700;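 active = activation above a cutoff set at the mean over all compounds plus 3 SD, cut at about 18% in these data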;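 note: higher means more holoenzyme dissociation and a rise in polarization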
PKA-R1A activ – activates the PKA-R1A holoenzyme complex; PKA-R1A dissociation, Cy5-IP20 fluorescence polarization; scaled: DMSO 0%, 113 µM cGMP 100%; activation, % at 11.4 µM; hit rate 0.083% among 340,000;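 active = percent activation above the mean of all tested compounds plus 3 SD, cut at about 19% in these data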;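 note: higher means more PKAc released from R1A so a rise in polarization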
An asterisk follows results filed as active; · = no result given.

1. CCOC(=O)c1ccccc1NC(=O)Cn1cnc2c(cnn2-c2ccc(F)cc2)c1=O
2. CCCC(=O)NCCCc1nc2ccccc2[nH]1
3. COc1ccc(S(=O)(=O)NC(C)C)cc1C(=O)NC1CCCCC1
4. Nc1nccc(/C=C/c2c(F)cccc2Cl)n1
5. O=C(CSc1n[nH]c(-c2ccccc2)n1)Nc1ncc(Br)cc1Br
6. Cc1csc(=Nc2c(C)n(C)n(-c3ccccc3)c2=O)n1-c1ccccc1
7. O=c1c2ccccc2nc(/C=C/c2ccc([N+](=O)[O-])cc2)n1CCCO
8. COc1cccc2c1Oc1ncccc1N(C(=O)CCC(=O)NCc1ccc(C)cc1)C2
assay / entry,1,2,3,4,5,6,7,8
Arr AP2 block,6,27,19,2,-3,-11,6,29
PKA-R1A activ,-2,-4,-11,4,-3,-6,6,-6
PKA-R2B act,1,-6,-1,-3,2,-10,-3,-3
HTR5A ag,-2,-2,7,5,-4,4,0,0
HTR5A inv ctr,-37,-7,22,-15,15,3,-3,24
DAGLB inhibitor,3,-1,1,-1,-1,2,2,-1
Pemphigus Ab inh,99,89,·,107,93,96,98,99
OPRM1-OPRD1 inv,11,3,6,-3,-4,-3,-4,11
V-ATPase pH,-19,3,-1,2,-2,-2,2,0
MOR-DOR ag,-1.9,-0.6,-1.2,0.5,0.7,0.6,0.7,-2.1

9. CCS(=O)(=O)c1ccc2oc(Nc3ccc(OC)cc3)nc2c1
10. COc1cc(Br)c(C(C)NC(=O)c2ccc(C)cc2)cc1OC (configuration not stated)
11. Cc1cccc(C)c1NC(=O)CN1CCN(C(=O)CNC(=O)Cc2cccc3ccccc23)CC1
12. COCCNC(=S)N1CCN(c2nc(-c3ccccc3)cs2)CC1
13. O=C(c1ccc(CSc2ccc(Cl)cc2)cc1)N1CCOCC1
14. C#CCOCCOCCOCCNc1nc(N2CCN(C(=O)CCCCCCCCCCNC(=O)[C@H](CCCCN)n3cc(C[C@@H](C)CC)nn3)CC2)nc(N2CCN(C(=O)CCCCCCCCCCNC(=O)[C@@H]([C@H](C)O)n3cc(C)nn3)CC2)n1
15. COc1ccc(S(=O)(=O)N2CCOCC2)c(Cl)c1Cl
16. CSc1nc2c(ccc3ccccc32)o1
assay / entry,9,10,11,12,13,14,15,16
Arr AP2 block,4,-2,·,-1,1,4,3,0
PKA-R1A activ,-8,-6,4,-2,0,2,6,-2
PKA-R2B act,2,-3,-6,9,0,-4,-2,4
HTR5A ag,-1,-1,·,1,1,10,7,-3
HTR5A inv ctr,3,-20,·,-3,8,-25,5,-17
DAGLB inhibitor,1,-3,0,-3,-3,2,-2,-4
Pemphigus Ab inh,·,104,106,98,108,128,104,·
OPRM1-OPRD1 inv,10,6,·,-1,2,-51,12,-19
V-ATPase pH,-2,0,0,-6,2,-5,1,2
MOR-DOR ag,-2.2,-1.2,·,0.3,-0.3,9.3,-2.0,3.2

Single entries from above.
`COc1cccc2c1Oc1ncccc1N(C(=O)CCC(=O)NCc1ccc(C)cc1)C2` in Pemphigus Ab inh shows 99
`CCOC(=O)c1ccccc1NC(=O)Cn1cnc2c(cnn2-c2ccc(F)cc2)c1=O` in DAGLB inhibitor shows 3
`Cc1csc(=Nc2c(C)n(C)n(-c3ccccc3)c2=O)n1-c1ccccc1` in Arr AP2 block shows -11
`COc1ccc(S(=O)(=O)N2CCOCC2)c(Cl)c1Cl` in HTR5A ag shows 7
`O=c1c2ccccc2nc(/C=C/c2ccc([N+](=O)[O-])cc2)n1CCCO` in Arr AP2 block shows 6
`COc1ccc(S(=O)(=O)NC(C)C)cc1C(=O)NC1CCCCC1` in HTR5A ag shows 7

Exported with tabs: 6 of the compounds above.
No.	mol	Arr AP2 block	PKA-R1A activ	PKA-R2B act	HTR5A ag	HTR5A inv ctr	DAGLB inhibitor	Pemphigus Ab inh	OPRM1-OPRD1 inv	V-ATPase pH	MOR-DOR ag
9	CCS(=O)(=O)c1ccc2oc(Nc3ccc(OC)cc3)nc2c1	4	-8	2	-1	3	1	·	10	-2	-2.2
2	CCCC(=O)NCCCc1nc2ccccc2[nH]1	27	-4	-6	-2	-7	-1	89	3	3	-0.6
3	COc1ccc(S(=O)(=O)NC(C)C)cc1C(=O)NC1CCCCC1	19	-11	-1	7	22	1	·	6	-1	-1.2
5	O=C(CSc1n[nH]c(-c2ccccc2)n1)Nc1ncc(Br)cc1Br	-3	-3	2	-4	15	-1	93	-4	-2	0.7
7	O=c1c2ccccc2nc(/C=C/c2ccc([N+](=O)[O-])cc2)n1CCCO	6	6	-3	0	-3	2	98	-4	2	0.7
11	Cc1cccc(C)c1NC(=O)CN1CCN(C(=O)CNC(=O)Cc2cccc3ccccc23)CC1	·	4	-6	·	·	0	106	·	0	·

The listing continues.
17. Cn1c(=O)c2c(nc(OC3CCCCCC3)n2C)n(C)c1=O
18. CCCN(CC(=O)Nc1ccccc1OC)C(=O)c1cccc(S(=O)(=O)NCc2ccccc2)c1
19. CCOC(=O)c1c(NC(=O)c2ccoc2C)sc2c1CCC2
20. CN(C)CCC#CC(O)(c1ccccc1)c1ccccc1
21. O=C(Nc1cccc(O)c1)N1CCOCC1
22. Cc1ccc(-c2noc(CCCC(=O)N3CCOCC3)n2)cc1
23. Cc1ccc(C(=O)NC(=S)Nc2ccc(NC(=O)c3cccc(Cl)c3)cc2)cc1
24. CCC(=O)Nc1cc(C(F)(F)F)ccc1N1CCOCC1
assay / entry,17,18,19,20,21,22,23,24
Arr AP2 block,18,-1,4,-1,-13,-1,-12,16
PKA-R1A activ,10,-11,-5,-2,-1,0,-7,-12
PKA-R2B act,-4,-2,-3,-11,-1,2,0,5
HTR5A ag,2,-2,1,2,-6,5,0,3
HTR5A inv ctr,-7,6,-22,-9,-18,-12,0,5
DAGLB inhibitor,-3,5,-5,2,-1,-4,-1,2
Pemphigus Ab inh,99,103,·,104,108,88,101,91
OPRM1-OPRD1 inv,10,12,7,8,0,11,-7,-2
V-ATPase pH,0,1,1,-2,-2,0,-2,7
MOR-DOR ag,-1.9,-2.4,-1.4,-1.9,-0.1,-2.2,1.3,0.3

25. CCC(C)N=Cc1c(Nc2ccccc2)nc2c(C)cccn2c1=O (configuration not stated)
26. N#Cc1ccc(C(=O)Nc2cc(S(=O)(=O)N3CCOCC3)ccc2N2CCOCC2)cc1
27. Oc1ccc(-c2n[nH]c(=S)n2-c2ccc3c(c2)OCCO3)cc1
28. O=C(NCc1ccco1)c1ccc(COCC(F)(F)F)cc1
29. COCCn1c(=NC(=O)/C=C/c2cccs2)sc2cc(NC(C)=O)ccc21
30. CCCn1c2c(c(O)c(C(=O)Nc3ncccc3O)c1=O)CCCC2
31. O=C(/C=C/c1ccco1)N1CCN(S(=O)(=O)/C=C/c2ccccc2)CC1
32. Cc1ccc(NS(=O)(=O)c2ccc3c(c2)oc(=O)n3C)cc1
assay / entry,25,26,27,28,29,30,31,32
Arr AP2 block,-6,·,18,1,7,20,16,8
PKA-R1A activ,-1,-4,-4,7,-15,-14,-16,-9
PKA-R2B act,3,11,-1,4,3,5,1,-6
HTR5A ag,6,·,-4,-2,4,-1,-6,1
HTR5A inv ctr,-19,·,9,-15,-12,2,14,-4
DAGLB inhibitor,-1,0,-1,-1,3,-3,7,-2
Pemphigus Ab inh,103,110,87,101,107,103,103,100
OPRM1-OPRD1 inv,3,·,17,5,-38,13,7,6
V-ATPase pH,1,0,4,-2,2,2,-2,3
MOR-DOR ag,-0.6,·,-3.8,-1.0,7.2,-2.3,-1.6,-1.3

33. O=C(Nc1ccc2c(c1)C(=O)OC2)c1ccccc1Cl
34. Cc1cccc(Cn2c(CN3CCN(Cc4ccccc4)CC3)nc3c2c(=O)[nH]c(=O)n3C)c1
35. CCOc1cccc2sc(N(CCN(C)C)C(=O)c3cc4ccccc4cc3OC)nc12
36. Cc1ccccc1C(=O)Nc1ccc2nc3n(c(=O)c2c1)CCCC3
37. COCc1ccc(C(=O)N2CCCC(Nc3ccc(C(C)C)cc3)C2)o1 (configuration not stated)
38. O=C(O)CCCCCn1c(SCC(=O)N2CCCC2)nc2ccsc2c1=O
39. Cc1cc(SCC(=O)N(C)c2c(N)n(Cc3ccccc3)c(=O)[nH]c2=O)nc2ccccc12
40. O=C1OCCN1C(=O)[C@H]1[C@H](c2ccc(Cl)cc2)C(c2cccc(Cl)c2)=NN1c1ccccc1
assay / entry,33,34,35,36,37,38,39,40
Arr AP2 block,1,15,1,-4,-5,9,9,-6
PKA-R1A activ,-7,0,-5,-9,-4,-4,-7,-6
PKA-R2B act,1,1,-4,-4,-1,6,0,-4
HTR5A ag,0,9,7,1,11,-3,0,3
HTR5A inv ctr,1,-26,-15,-2,8,9,22,-4
DAGLB inhibitor,0,5,1,1,2,0,3,-4
Pemphigus Ab inh,·,102,·,92,111,103,103,100
OPRM1-OPRD1 inv,10,2,-8,0,6,12,9,-21
V-ATPase pH,3,3,-6,4,4,-2,-2,-12
MOR-DOR ag,-1.3,-0.4,1.7,-0.1,-1.1,-2.2,-1.6,3.7

41. O=C(COC(=O)CSCC(=O)N1CCCCC1)NCc1ccc(F)cc1
42. O=C(/C=C/c1cc[n+](CC(=O)c2ccc3cccc4c3c2CC4)cc1)c1ccc2cccc3c2c1CC3
43. CC(C)CC1C(=O)N(Cc2cn(CCC3OCCCO3)nn2)CCS(=O)(=O)N1Cc1ccc(-c2ccc(Cl)c(Cl)c2)cc1 (configuration not stated)
44. C=C(C)C(=O)Nc1nnc(-c2cccs2)s1
assay / entry,41,42,43,44
Arr AP2 block,2,7,·,-14
PKA-R1A activ,-10,15,2,2
PKA-R2B act,-7,16,0,-5
HTR5A ag,1,5,·,4
HTR5A inv ctr,-7,-1,·,17
DAGLB inhibitor,0,21,-3,-5
Pemphigus Ab inh,101,63*,104,126
OPRM1-OPRD1 inv,15,4,·,11
V-ATPase pH,-1,0,-1,0
MOR-DOR ag,-2.8,-0.7,·,-1.9
